HSF1 activator: increases HSF-1 driven luciferase reporter signal | activation, % at 9 µM | AID 504408 | hit rate 1.7% among 300,000 | NIH3T3-HGL HSF-1 luciferase reporter, MG132, 8 h; 100% = twice DMSO control signal;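 active means mean replicate activation of at least 50% with a set share of replicates each reaching 50%; inconclusive means only one of those two conditions met; inactive means mean below 50% and too few replicates reaching it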;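 further: 0% = median of the neutral control wells and 100% = twice that signal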
GSK3A inh: blocks human GSK-3 alpha kinase | P49840 | ADP-Glo luminescence, 60 min | inhibition, % at 10 µM | hit rate 0.1% among 320,000 | AID 2650;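 in the data active means inhibition above about 50%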;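 further: GST-tagged GSK-3 alpha with peptide substrate and 25 µM ATP; 0% = DMSO neutral wells and 100% = GW8510 positive control wells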
Target sequence (P49840 whole entry, looked up): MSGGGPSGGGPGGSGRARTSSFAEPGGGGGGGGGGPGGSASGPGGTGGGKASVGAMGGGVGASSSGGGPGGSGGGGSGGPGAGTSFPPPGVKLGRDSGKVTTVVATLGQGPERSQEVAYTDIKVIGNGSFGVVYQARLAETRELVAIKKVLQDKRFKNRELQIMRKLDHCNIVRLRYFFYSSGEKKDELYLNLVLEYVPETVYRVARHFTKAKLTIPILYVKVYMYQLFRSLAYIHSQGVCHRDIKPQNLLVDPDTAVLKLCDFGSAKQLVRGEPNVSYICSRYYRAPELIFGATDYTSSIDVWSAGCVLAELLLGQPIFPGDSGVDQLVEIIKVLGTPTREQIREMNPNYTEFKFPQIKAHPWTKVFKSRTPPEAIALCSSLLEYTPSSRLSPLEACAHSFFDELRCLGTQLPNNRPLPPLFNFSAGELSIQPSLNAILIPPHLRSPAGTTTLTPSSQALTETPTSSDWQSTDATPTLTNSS
HSF1 inh: HSF1 inhibition | NIH3T3-HGL HSE-luciferase, MG132-induced, luminescence 8 h; stronger effect = lower value | activity change, negative = inhibition, % at 7.5 µM (by protocol) | hit rate 0.77% among 300,000 | AID 2098;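 active means more than half of replicate wells show activity change below -50%, luminescence cut by over half; inconclusive means some wells, but at most half, below -50%; inactive means no replicate well below -50%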;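 further: luciferase reports HSF-1 transcriptional activity via heat shock element; 0% = median of DMSO wells and -100% = zero luminescence signal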
Platelet DG rel: modulates dense granule release in human platelets; human platelet-rich plasma, SFLLRN dense granule ATP release, luminescence; inhibition, %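 (compounds screened at 7.5 µM in platelet-rich plasma)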; hit rate 0.22% among 300,000; AID 1663;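 active means mean replicate score, as percent of positive control, at or above 50; inconclusive means mean below 50 but at least one replicate at or above 50; inactive means mean and every replicate below 50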
Dyrk1A ADPGlo: Dyrk1A (rat) kinase inhibition; Q63470; ADP-Glo luminescence, NFATc1 peptide; inhibition, % at 12.5 µM; hit rate 0.43% among 310,000; AID 504441; in the data active means inhibition above about 50%;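 further: plate controls were vehicle with enzyme for no effect and no enzyme for full effect; many of its hits are not listed in these tables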
AI-2 QS modul: modulates the Vibrio harveyi AI-2 quorum sensing system; Vibrio harveyi JMH597 AI-2 luminescence/OD600 ratio, 9 h; stronger effect = lower value; strain lacks LuxN and CqsS sensors; 0 = neutral-control median; activity change, % at 7.5 µM; hit rate 0.4% among 300,000; in the data active means activity change below about -75%, passing the limit was not always enough; inconclusive means no clear call, values can overlap the other calls;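 further: luminescence divided by OD600 gain over 9 h not by final OD600 alone; inactives centre near 13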
GSK3beta inhib: inhibitors of human GSK3beta kinase. AID 2097. hit rate 0.038% among 300,000. GST-GSK3beta kinase, ADP-Glo luminescence, 60 min; stronger effect = lower value. activity score (negative = inhibition), % at 10 µM;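 active means more than half of replicate wells score below -50%, meaning over 50% inhibition versus plate controls; inconclusive means some replicates but at most half score below -50%; inactive means no replicate scores below -50%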;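 further: 0% = median DMSO wells and -100% = median GW8510 positive control wells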
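Test system: GST-fused GSK3beta enzyme, cell-free | Quantity: 1.6 ng GST-GSK3beta enzyme per well | Reagent: 25 µM ATP with peptide substrate | Schedule: 60 min enzyme reaction, room temperature | Signal: Luminescent ADP-Glo measurement of ADP formed | Read-out basis: Score relative to plate controls | Control set: DMSO and 20 µM GW8510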
HDAC3 inh: inhibitors of human histone deacetylase 3; recombinant HDAC3, fluorogenic peptide/trypsin coupled, fluorescence; AID 2718; inhibition, % at 8.3 µM; hit rate 0.15% among 320,000; O15379; in the data active means inhibition above about 26%, passing the limit was not always enough; inconclusive means no clear call, values can overlap the other calls
Target sequence (O15379 whole entry, looked up): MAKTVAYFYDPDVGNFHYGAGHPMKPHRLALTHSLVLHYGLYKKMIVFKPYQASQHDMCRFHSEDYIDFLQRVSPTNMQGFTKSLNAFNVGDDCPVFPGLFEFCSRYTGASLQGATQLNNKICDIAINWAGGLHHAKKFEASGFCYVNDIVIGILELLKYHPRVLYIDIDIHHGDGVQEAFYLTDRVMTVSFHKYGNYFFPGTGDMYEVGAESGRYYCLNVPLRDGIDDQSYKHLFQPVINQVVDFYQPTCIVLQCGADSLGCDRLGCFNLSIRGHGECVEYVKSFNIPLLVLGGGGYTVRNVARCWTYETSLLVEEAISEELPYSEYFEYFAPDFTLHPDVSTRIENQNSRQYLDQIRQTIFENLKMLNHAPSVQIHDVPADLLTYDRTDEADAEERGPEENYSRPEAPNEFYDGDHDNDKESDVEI
HSP90 inh: HSP90 refolding inhibition in rabbit reticulocyte lysate. inhibition, % at 5.6 µM. AID 1789. luciferase refolding luminescence, 3 h. hit rate 0.91% among 290,000;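 active means inhibition above the screen-wide mean plus 3 SD, computed separately per campaign, cut at about 16% in these data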;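 further: 0% = DMSO wells and 100% = 60 µM geldanamycin wells; inhibitors lower the luminescence because luciferase stays unfolded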
PolyA inhibitor: blocks polyadenylation in yeast reporter cells. calls only at 12 µM. S. cerevisiae SKY197-pL101 polyadenylation reporter, beta-gal luminescence; efflux-impaired pdr1/pdr3 knockout yeast; score 100 = 6 SD above DMSO. hit rate 0.02% among 300,000;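 active means lowest replicate activity score at least 50, where 100 means six control SD above control mean; inconclusive means lowest score under 50 but half or more replicates reach 50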;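 further: yeast exposed to compound for 9 h at 30 °C; higher score means more reporter readthrough which indicates perturbed polyadenylation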
An asterisk follows results filed as active; i = inactive; ? = inconclusive; nt = no result given. An excerpt; count on the stated rates, not on these rows.

SMILES	HSF1 activator	GSK3A inh	HSF1 inh	Platelet DG rel	Dyrk1A ADPGlo	AI-2 QS modul	GSK3beta inhib	HDAC3 inh	HSP90 inh	PolyA inhibitor
CN1CCN(Cc2ccccc2Sc2ccccc2)CC1	-17	1	-5	-2	8	15	1	3	-1	i
CCOP(=O)(OCC)c1cccc(O)c1	5	-4	0	9	4	4	2	-2	-5	i
Cc1ccccc1NC1=NCCCS1	nt	25	nt	-9	7	26	-1	-3	-1	i
Cc1ccc2c(c1)[C@@H]1CN(C)CC[C@@H]1N2C(=O)Nc1cccc(C(F)(F)F)c1	14	0	6	-17	0	24	-1	-1	1	i
Cc1cc(/C=C2\C(=O)NC(=O)N(Cc3ccccc3Cl)C2=O)c(C)n1-c1ccc(C(=O)O)cc1	3	-2	-1	-1	16	36	0	10	7	i
CCOC(=O)c1c(C)n(Cc2ccc(F)cc2)c2ccc(O)cc12	30	-2	18	3	5	-13	-1	-1	-4	i
COc1ccccc1N1CCN(Cc2ccc3c(c2)OCO3)CC1	-20	5	-10	-2	-4	13	-5	-7	nt	i
O=C(COc1ccc2ccccc2c1)N1CCN(C2CCN(Cc3ccccc3)CC2)CC1	-13	0	-13	3	-1	8	3	0	0	i
O=P1(Oc2ccccc2)C[C@@H](O)[C@@H](O)[C@H](COCc2ccccc2)O1 (stereo not given in full)	-13	0	-5	-1	6	13	-4	0	nt	i
CCOC(=O)c1cccc(NC(=O)c2c(O)[nH]c(=O)[nH]c2=O)c1	12	-2	-2	12	3	23	2	2	nt	i
COc1ccc2c(c1)c(C(=O)CN1CCC3(CC1)OCCO3)c(C)n2Cc1ccccc1	0	-11	-11	-3	20	9	-2	5	2	i
CN1C(=O)C(=Cc2ccc(N3CCCCCC3)o2)C(=O)N(C)C1=S	nt	8	nt	nt	5	nt	nt	4	0	nt
N[C@@H](Cc1c[nH]c2ccccc12)c1nnc(SCc2c(F)cccc2Cl)o1	-14	-5	-9	-6	0	16	-2	-1	0	i
Cc1occc1C(=O)N1CCC2(CC1)OCCO2	26	-2	-2	-12	-7	-13	0	-2	-7	i
CCCC(=O)c1cc(CP(=O)(OCC)OCC)oc1C	2	0	9	-6	nt	2	-3	-2	6	i
COc1ccccc1NC1(C#N)CCCCC1	6	nt	-7	1	-1	20	3	5	0	i
CCOc1ccc(-c2cc(C)[n+](CCc3ccc(OC)c(OC)c3)c(-c3ccc(OCC)cc3)c2)cc1	2	6	-1	0	0	40	-3	10	5	i
Cc1nc2ccccc2c(=O)n1-c1ccc(C(=O)O)cc1	nt	2	nt	13	-4	7	0	-6	6	i
CSc1ccc(C(=O)C2CCCN(Cc3cnc(SC)nc3)C2)cc1 (stereo not given)	-1	-1	-4	6	19	-4	-1	14	2	i
CC(C)c1oc(=O)cc2c1[C@@H](O)[C@H]1OC(=O)[C@@]3(C)CC[C@@H](O)[C@@]2(C)C13 (stereo not given in full)	-1	-4	6	1	4	2	1	4	2	i
COc1ccccc1N1CCN(Cc2ccc(Cl)cc2Cl)CC1	10	0	-3	-1	1	13	3	-2	1	i
CCCCCCCCCCCCCCCC[N+](C)(C)C	-5	21	-2	1	10	-31	2	?	nt	nt
CCc1ccc(CNCCc2ccccc2F)cc1	17	-2	-1	22	-3	5	1	3	2	i
C/C(CCc1c[nH]c2ccccc12)=N\O	-14	1	-9	4	11	6	-2	3	3	i
COc1ccccc1N1C(=O)NC(=O)C2(Cc3cc(C)ccc3N(C)C2)C1=O (stereo not given)	24	-3	3	8	-3	-8	-1	-5	-2	i
CNP(=O)(Oc1ccccc1)OC12CC3CC(CC(C3)C1)C2 (stereo not given)	2	-3	5	1	0	8	5	4	3	i
c1ccc(C2NCc3ccccc3-n3cccc32)cc1 (stereo not given)	6	1	-3	-9	28	-2	0	-6	2	i
O=C(CF)NC(Nc1cccc2cccnc12)C(Cl)(Cl)Cl (stereo not given)	-7	-3	-6	1	6	20	-1	0	5	i
CSc1ccc(CN2CCN(C(=O)Cc3ccccc3)CC2)cc1	-46	-4	-29	-3	nt	3	1	3	nt	i
CC(CN1CCOCC1)OC(=O)Cc1ccccc1 (stereo not given)	11	3	1	-2	nt	4	1	2	2	i
CCOC(=O)c1c(C)n(Cc2ccco2)c2ccc(O)cc12	37	5	19	-1	-1	14	-2	-1	-3	i
O=C(C1CCC(=O)N1C1CCCCC1)N1CCC2(CC1)OCCO2 (stereo not given)	-5	-7	-2	-4	-6	24	3	3	-2	i
CCOc1ccc2c(c1)c(C(C)=O)c(C)n2Cc1ccco1	0	-1	-5	12	nt	-6	-6	1	-1	i
Cc1noc(C)c1C(=O)N1CCC2(CC1)OCCO2	8	0	-5	-15	-3	-25	1	-9	0	i
C=CCn1c(O)c(C(CC)=Nc2cccc(C(F)(F)F)c2)c(=O)[nH]c1=O	0	0	-4	6	5	25	-3	-7	2	i
O=c1[nH]c(=O)n(-c2cccc(F)c2)c(O)c1/C=C1\C=Nc2ccccc21	-20	-2	-2	8	1	19	0	4	-1	i
CCn1ccnc1CN1CCCC(C(=O)c2cc(Cl)ccc2OC)C1 (stereo not given)	3	0	-1	1	0	3	-5	2	2	i
COC(=O)C1=Nc2ccccc2/C1=C\c1c(O)n(-c2cc(OC)ccc2OC)c(=O)[nH]c1=O	-2	0	-14	14	18	24	1	5	1	i
COc1ccc(CC2c3cc(OC)c(OC)cc3CCN2C)cc1OC (stereo not given)	-9	1	-1	-1	8	6	1	-1	4	i
CCn1cc(/C=c2/sc3n(c2=O)C2c4ccccc4OC(C)(N=3)C2C(=O)OC)c(C)n1 (stereo not given)	3	-1	-1	2	5	11	6	1	-1	i
COc1ccc(-c2cc(=NCCC(=O)O)c3cc(C)ccc3o2)cc1	39	nt	20	-7	1	11	2	nt	5	i
CC(=O)c1ccc2c(c1)C1C(Cl)C(Sc3ccccc3[N+](=O)[O-])CC1C(C(=O)O)N2 (stereo not given)	nt	2	nt	nt	15	nt	nt	5	4	nt
O=c1[nH]c(=O)n(Cc2ccc(F)cc2)c(O)c1/C=N/Nc1ccccc1	-2	0	-4	1	4	5	0	1	0	i
O=C1OC(c2ccc(Cl)cc2)=N/C1=C\N1CC2CC(C1)c1cccc(=O)n1C2 (stereo not given)	-13	-1	-8	7	-5	14	1	9	0	i
CC(=O)C1C2c3ccccc3OC1(C)N=c1s/c(=C/c3cn(C)nc3C)c(=O)n12 (stereo not given)	11	-2	-2	-7	1	15	1	13	3	nt
Cc1ccc2c(c1)C1CN(C)CCC1N2C(=S)Nc1cccnc1 (stereo not given)	-3	-1	-8	-5	4	17	1	-7	-3	i
O=Cc1cn(Cc2ccc(F)cc2)c2ccccc12	27	nt	-1	-5	7	0	2	5	-5	i
C=C(C)[C@@]12OC3(c4ccccc4)O[C@@H]1C1[C@@H]4O[C@]4(CO)[C@@H](O)[C@]4(O)C(=O)C(C)=C[C@H]4[C@@]1(O3)[C@H](C)[C@H]2OC(=O)/C=C/C=C/c1ccccc1 (stereo not given in full)	-10	0	-8	23	-8	16	-1	12	nt	i
CC[C@H]1CN(C)CCc2c([nH]c3ccccc23)C(=O)C[C@@H]1/C(=C\OC)C(=O)OC	0	2	1	1	2	-2	0	-2	nt	i
Cc1ccc(-c2cc(-c3ccc(C)cc3)[n+](C)o2)cc1	-3	1	-5	-9	-2	6	5	-12	1	i
C=CCC1C(=O)NC(=S)NC1=O	-15	-3	0	12	-6	11	-2	5	1	i
O=P(N1CCCCC1)(N1CCCCC1)C(Cl)(Cl)Cl	0	1	-2	-1	-3	15	2	0	-4	i
CCC(C)C12CN3CCN(CC(C)(C3)C1O)C2 (stereo not given)	-1	0	-3	7	-7	15	0	-10	0	i
CCOC(=O)Cn1cc(C=C2C(=O)N(C)C(=O)N(C)C2=O)c2ccccc21	0	-1	-2	1	6	-4	0	0	-4	i
O=C(/C=C/c1ccc(Br)cc1)NC(=S)N1C[C@H]2C[C@H](C1)c1cccc(=O)n1C2	4	-1	-3	-1	9	19	5	3	-3	i
FC(F)(F)c1ccc(CNCCc2c[nH]c3ccccc23)cc1	3	-3	4	1	nt	6	-1	3	-2	i
COc1ccc(NC2=NCC(C)S2)cc1 (stereo not given)	28	-2	1	9	-2	1	2	7	3	i
Cc1[nH]c2ccccc2c1C(=O)CN1CC=C(c2ccccc2)CC1	12	nt	3	0	nt	25	-2	3	-2	i
COCCNC(=O)Cn1cc(C(=O)c2ccccc2F)c2ccccc21	12	-2	1	-1	1	5	-3	8	-3	i
CCC(=NCCc1c[nH]c2ccccc12)c1c(O)n(-c2ccc(C)cc2)c(=O)[nH]c1=O	-4	1	-3	4	0	16	1	6	2	i

As entered above:
Result for `CCC(=NCCc1c[nH]c2ccccc12)c1c(O)n(-c2ccc(C)cc2)c(=O)[nH]c1=O` in HSF1 activator: -4
Result for `O=Cc1cn(Cc2ccc(F)cc2)c2ccccc12` in HSF1 inh: -1

(more compounds)
SMILES	HSF1 activator	GSK3A inh	HSF1 inh	Platelet DG rel	Dyrk1A ADPGlo	AI-2 QS modul	GSK3beta inhib	HDAC3 inh	HSP90 inh	PolyA inhibitor
COc1c(C)cc(C(=O)C2CCCN(Cc3ccccn3)C2)cc1C (stereo not given)	-1	-2	-3	9	5	17	2	3	3	i
CC(=NCc1ccc2c(c1)OCO2)c1c(O)[nH]c(=O)[nH]c1=O	-8	2	-1	2	4	25	-5	0	-2	i
COc1ccc(S(=O)(=O)NC(CC(=O)N2CCC3(CC2)OCCO3)C(C)C)cc1 (stereo not given)	1	6	2	2	-3	24	2	-13	3	i
CC1=CC2/C=C(\C)CCC(O)C(O)/C=C/C(=O)C23C(=O)NC(CC(C)C)C3C1C (stereo not given)	-24	-1	-28	9	-5	11	1	0	3	i
O=C1C2CCN(CC2)C1Cc1ccc(OCc2ccccc2)cc1 (stereo not given)	23	0	19	6	nt	15	1	-6	-2	i
O=P(O)(O)Oc1ccccc1P(=O)(c1ccccc1)c1ccccc1	5	-2	1	5	-1	5	1	-6	-1	i
CC(C)C/C(=N/O)c1cn(C)c2ccccc12	23	0	2	-3	3	0	3	0	-4	i
CCCOc1ccc(C(=O)NC(=S)N2C[C@H]3C[C@H](C2)c2cccc(=O)n2C3)cc1	14	-1	5	-2	9	14	1	2	2	i
COC(=O)C1=C(c2ccc(S(C)(=O)=O)cc2)C[C@@H]2CC[C@H]1N2C(=O)NCCO	5	-2	-7	4	6	15	-1	7	nt	i
O=C(COc1ccccc1)Nc1ccc(Cl)cc1C(=O)c1ccccc1	27	2	6	4	-3	9	-21	-1	-6	i
CCC1(CC)C(=O)N(Cc2ccccc2)C(=O)N(Cc2ccccc2)C1=O	-27	14	-13	1	-4	16	-4	-1	1	i
